HADH2 inh = inhibitors of human HADH2 dehydrogenase | Potency, µM (series often up to 57.1 µM), inactives show at the top dose activity change, negative = inhibition, hits mostly inhibitors | Q99714 | recombinant HADH2, NADH fluorescence, beta-hydroxybutyryl-CoA | 73,000 compounds, 3.4% hits; further: potency means the concentration at half of the fitted maximal effect; on the % scale 0 is the no-effect control and ±100 the full control effect; nearly all actives have a fitted effect of over 60% in size; many of its hits are not listed in these tables
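Read-out: 360 nm excitation, 450 nm emission, kinetic over 4 min. Conditions: His-tagged human HADH2 20 nM, pH 9.0 Tris with Tween-20, 1 mM NAD+, 90 uM beta-hydroxybutyryl-CoA.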
Casp1 inh = allosteric or competitive inhibitors of human caspase-1; P29466; Caspase-1 enzyme, Ac-WEHD-AFC fluorogenic rate; Potency, µM (titrated, usually from 57.5 µM), for the others: at the top dose activity change, negative = inhibition, most hits filed as inhibitors; 75,000 compounds, 0.03% hits; AID 900;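 further: potency means the concentration at half of the fitted maximal effect; plate controls were vehicle for no effect and no substrate for full effect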
BRCT PPI red = inhibitors of human BRCA1 BRCT-phosphoprotein interaction (red fluorophore); BRCT-phosphopeptide binding, red fluorescence polarization; Potency, µM (series often up to 76.9 µM), without a hit: at the top dose activity change, negative = inhibition, usual class: inhibitors; 75,000 compounds, 0.03% hits; AID 892; further: on the % scale 0 is the no-effect control and ±100 the full control effect
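Fluorescence polarization: 100 nM His-tagged BRCA1 BRCT with 100 nM TAMRA-labelled phospho-BACH1 decapeptide, phosphate buffer pH 7.3 with 150 mM NaCl, DTT, 0.01% Tween 20; 12 min RT. Binding inhibition seen as FP decrease.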
ALOX15 inhib = blocks human 15-lipoxygenase activity | P16050 | purified 15hLO-1, xylenol orange hydroperoxide absorbance | Potency, µM (doses to about 57.1 µM), for the others: at the top dose activity change, negative = inhibition, most hits filed as inhibitors | 74,000 compounds, 1.4% hits | AID 887; further: potency means the concentration at half of the fitted maximal effect; on the % scale 0 is the no-effect control and ±100 the full control effect; nearly all actives have a fitted effect of over 55% in size
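Purified human 15hLO-1 (40 nM) in 25 mM Hepes pH 7.5, 0.01% Triton X-100, preincubated 15 min RT with compound, then 50 uM arachidonic acid for 6 min. Hydroperoxide read by ferrous/xylenol orange, 30 min; 573/405 nm absorbance ratio gave progress.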
BRCT PPI green = BRCA1 BRCT-phosphoprotein interaction inhibition | P38398 | BRCA1 BRCT-phosphopeptide binding, green fluorescence polarization | 75,000 compounds, 0.05% hits | AID 875 | Potency, µM (doses to about 76.9 µM), for the others: at the top dose activity change, negative = inhibition, hits mostly inhibitors;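 further: potency means the concentration at half of the fitted maximal effect; plate controls were peptide without protein for full effect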
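Compounds were incubated for 12 min at room temperature with a complex of 100 nM fluorescein-tagged pBACH1 decapeptide and 250 nM His-tagged BRCT protein. Buffer was phosphate pH 7.3 with EDTA, DTT and Tween 20. Disruption of binding lowers the polarization signal.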
USP2a inh = inhibitors of human ubiquitin-specific protease USP2a | 60,000 compounds, 0.1% hits | USP2a enzymatic assay, qHTS inhibition | Potency, µM (highest dose often 38.3 µM), inactives show at the top dose activity change, negative = inhibition, most hits filed as inhibitors | AID 927 | O75604;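 further: potency means the concentration at half of the fitted maximal effect; nearly all actives have a fitted effect of over 60% in size; plate controls were DMSO for no effect and NEM full inhibition control for full effect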
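20 nM USP2 core + cpd, 30 min RT; add 20 nM Ub-PLA2/20 uM NBD C6-HPC; read Ex460/Em535 at 0 h and 2.5 h. Normalized to NEM; qHTS curve fit/classification.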
Casp7 inh = caspase-7 (human) inhibition, allosteric or competitive; P55210; AID 889; 75,000 compounds, 0.02% hits; recombinant caspase-7, Ac-DEVD-AFC fluorescence rate; Potency, µM (doses to about 57.5 µM), inactives show top-dose activity change, negative = inhibition, usual class: inhibitors; active means well fitted inhibition curve with a large enough effect in the main read-out, with a control signal flat, not every such curve was filed as active; inconclusive means small, poorly fitted or top-dose-only effect, or a change in a side signal; further: potency means the concentration at half of the fitted maximal effect; % of control where 0% means no effect
Target sequence (P55210 24-198 limits assumed): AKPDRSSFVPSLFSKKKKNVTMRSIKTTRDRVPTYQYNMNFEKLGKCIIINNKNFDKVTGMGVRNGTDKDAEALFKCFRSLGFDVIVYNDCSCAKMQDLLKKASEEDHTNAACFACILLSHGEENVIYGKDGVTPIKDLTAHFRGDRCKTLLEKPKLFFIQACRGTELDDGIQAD
Target sequence (P55210 207-303 limits assumed): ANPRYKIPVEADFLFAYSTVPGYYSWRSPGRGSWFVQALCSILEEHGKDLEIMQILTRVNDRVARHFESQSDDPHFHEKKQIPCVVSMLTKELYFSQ
Tau fil binding = binders of human tau filaments; P10636; recombinant tau filaments, thioflavin S fluorescence, 15 h; filaments grown with octadecylsulfate alongside compound; 71,000 compounds, 2% hits; Potency, µM (titrated, usually from 57.1 µM), inactives show at the highest dose activity change, negative = inhibition;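 further: potency means the concentration at half of the fitted maximal effect; on the % scale 0 is the no-effect control and ±100 the full control effect; actives lower thioflavin S fluorescence by blocking filaments or displacing dye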
Target sequence (P10636 whole entry, looked up): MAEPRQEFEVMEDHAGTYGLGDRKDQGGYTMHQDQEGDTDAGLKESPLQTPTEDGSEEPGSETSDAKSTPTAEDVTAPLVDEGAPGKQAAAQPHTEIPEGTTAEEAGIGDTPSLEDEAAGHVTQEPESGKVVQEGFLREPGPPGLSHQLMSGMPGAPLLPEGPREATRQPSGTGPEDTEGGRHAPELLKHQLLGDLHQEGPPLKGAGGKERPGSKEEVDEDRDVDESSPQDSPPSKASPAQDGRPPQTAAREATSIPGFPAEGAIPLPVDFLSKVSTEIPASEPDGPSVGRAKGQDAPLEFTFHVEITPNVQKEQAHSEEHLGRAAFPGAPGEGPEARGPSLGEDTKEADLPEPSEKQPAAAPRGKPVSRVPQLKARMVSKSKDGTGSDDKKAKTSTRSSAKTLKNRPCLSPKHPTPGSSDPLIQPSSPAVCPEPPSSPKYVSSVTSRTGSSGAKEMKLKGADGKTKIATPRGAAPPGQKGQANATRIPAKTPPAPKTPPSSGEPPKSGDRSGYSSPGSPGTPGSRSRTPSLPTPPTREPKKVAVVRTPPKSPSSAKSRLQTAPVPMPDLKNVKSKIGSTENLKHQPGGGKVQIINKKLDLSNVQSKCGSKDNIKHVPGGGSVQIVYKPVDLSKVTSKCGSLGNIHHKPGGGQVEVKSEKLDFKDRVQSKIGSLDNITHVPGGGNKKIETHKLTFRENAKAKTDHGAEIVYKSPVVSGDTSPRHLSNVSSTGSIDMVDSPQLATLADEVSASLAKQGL
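ThS-based fibril read: tau 1 uM final, inducer ODS 30 uM final, 37 C for 15 h, ex 450/em 510 nm.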
HEK293 cAMP ctrl = raises cAMP in parental HEK293 cells, TSHR agonist counter-screen. parental HEK293 CNG cAMP sensor, membrane potential fluorescence. Potency, µM (series often up to 57.1 µM), inactives show top-dose activation, most hits filed as activators. 73,000 compounds, 2.5% hits. AID 938; further: potency means the concentration at half of the fitted maximal effect; % of control where 0% means no effect; nearly all actives have a fitted effect of over 55% in size
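Parental HEK 293 cells stably expressing a cAMP-gated CNG channel were loaded with membrane potential dye containing 100 uM RO 20-1724 for 60 min. Compound added for 30 min; depolarization read as fluorescence intensity at 590 nm.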
Rhodamine fluor = compound fluoresces in the rhodamine spectral region | Rhodamine-region fluorescence, 547/598 nm, Tris buffer; active compounds read high | max dye-equivalent concentration, M | 59,000 compounds, 0.05% hits; in the data active means max dye-equivalent concentration above about 11 nM; inconclusive means between about 1.1 nM and that limit
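Intrinsic compound fluorescence, ex 547 / em 598 nm, CCD imager. Tris 100 mM pH 8.0; 15 min RT. Output = rhodamine dye-equivalent concentration at each compound concentration.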
DNA Pol III inh = DNA polymerase III holoenzyme inhibition | reconstituted DNA polymerase III holoenzyme replication, biochemical | Potency, µM (top dose mostly 57.1 µM), for the others: at the highest dose activity change, negative = inhibition | 71,000 compounds, 0.25% hits; further: potency means the concentration at half of the fitted maximal effect; on the % scale 0 is the no-effect control and ±100 the full control effect
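Reconstituted *E. coli* holoenzyme (0.35 nM Pol III, 1 nM beta, 154 nM SSB, 2 nM primase) was preincubated with compound for 15 min at RT. Synthesis on 1.4 nM ssM13Gori ran 35 min, then was stopped with PicoGreen/EDTA and read as dsDNA fluorescence.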
* hit, by the source's call; i = inactive; ? = inconclusive; nt = not tested or not shown; & = joins results of further samples; [ ] = another dose, or the depositor's remark. Unless noted, the call rests on the fitted dose curve; in most records, active means well fitted curve in the direction sought with a large enough effect; inconclusive means small, poorly fitted or top-dose-only effect, or another doubt; inactive means no such curve, though single readings can be large; an effect the other way counts as inactive or inconclusive. An excerpt (hit frequency here may not be typical).

#1 COc1cc(C)cc2c(-c3c(O)cc(O)c4c3C[C@H](C)N[C@@H]4C)cc(-c3cc(-c4c(O)cc(O)c5c4C[C@H](C)N[C@@H]5C)c4cc(C)cc(OC)c4c3O)c(O)c12
#2 O=C1c2ccccc2C(O)N1Cc1ccc2c(c1)OCO2 (stereo not drawn)
#3 CN(C)c1ccc(NC(=O)CSCc2nc3c(nnn3Cc3ccc(F)cc3)c(=O)[nH]2)cc1
#4 Cc1nn(C)cc1CNC(=O)c1cnn2c(C(F)F)cc(C3CC3)nc12
#5 CSc1nc(-c2ccco2)nn1S(=O)(=O)c1ccc(C)cc1
#6 CC(=O)NCCc1c[nH]c2ccc(O)cc12
#7 COc1ccc(C(=O)CSc2nnc(-c3ccc(S(=O)(=O)N4CCOCC4)cc3)o2)cc1
#8 CCS(=O)(=O)NC(C)C(c1cccs1)N1CCN(C)CC1 (stereo not drawn)
screen / no.	1	2	3	4	5	6	7	8
HADH2 inh	9%[11.4 µM]	-1%	4%	3%	-6%	-7%	2%	-14%
Casp1 inh	0%[11.5 µM]	2%	0%	-2%	-2%	-1%&1%	0%	1%
BRCT PPI red	0.0%[15.4 µM]	0.3%	0.3%	-1.7%	-1.6%	-2.6%&-1.4%	0.3%	-0.2%
ALOX15 inhib	-18%[11.4 µM]	6%	-13%	-8%	25µM*	-5%&11%	-10%	6%
BRCT PPI green	-0.1%[15.4 µM]	-0.6%	-1.8%	4.0%	-0.9%	-2.4%[3.08 µM]	0.9%	-1.7%
USP2a inh	nt	nt	16%	3%	nt	-3%&-7%	13%	-5%
Casp7 inh	-3%[11.5 µM]	-1%	-17%	-2%	-3%	0%&1%	0%	-1%
Tau fil binding	4µM*	-15%	-9%	-20%	15%	-5%	-4%	10%
HEK293 cAMP ctrl	-1%[11.4 µM]	4%	-17%	4%	19%	2%	5%	4%
Rhodamine fluor	i	nt	i	i	nt	i	i	i
DNA Pol III inh	-7%[11.4 µM]	0%	3%	-6%	-2%	-4%	-6%	-4%

#9 CC12CCC(C(=O)O)(c3nc(C#N)c(C#N)nc31)C2(C)C (stereo not drawn)
#10 Cn1c(=O)c2cc(S(=O)(=O)NCCC(=O)NCCC3=CCCCC3)ccc2n(C)c1=O
#11 COc1ccc(-c2c3c(=O)n(C)c(=O)n(C)c3cn2-c2ccccc2)cc1
#12 O=C(CSc1nnc(-c2ccccc2)n1Cc1ccccc1)NC1CC1
#13 CCNS(=O)(=O)c1ccc(OCCNS(C)(=O)=O)cc1
#14 COCCNC(=O)Cn1cnc2sc(C)c(S(=O)(=O)N3CCC(C)CC3)c2c1=O
#15 Cn1c(-c2ccc3c(c2)OCO3)cnc1N
#16 O=C(CCSc1nc(-c2ccco2)cc(C(F)(F)F)n1)Nc1ccc2c(c1)OCO2
screen / no.	9	10	11	12	13	14	15	16
HADH2 inh	-5%	12%	15%	10%	-7%	8%	1%	4%
Casp1 inh	-2%	0%	0%	0%	-1%	2%	1%	-2%
BRCT PPI red	-1.1%	-0.2%	0.2%	1.0%	2.1%	-3.0%	0.9%	0.6%
ALOX15 inhib	-3%	-9%	0%	2%	4%	-2%	-3%	-10%
BRCT PPI green	0.7%	-2.4%	0.9%	-0.4%	-0.3%	-1.5%	-0.8%	1.1%
USP2a inh	-6%	6%	19%	4%	0%	-5%	32%[activator]	36%[activator]
Casp7 inh	0%	0%	-2%	-1%	-1%	1%	-1%	-1%
Tau fil binding	-5%	-16%	-22%	0%	-3%	6%	-18%	20%
HEK293 cAMP ctrl	10%	5%	11%	5%	0%	-4%	6%	?
Rhodamine fluor	i	i	i	i	i	i	i	i
DNA Pol III inh	0%	-1%	-14%	0%	-8%	1%	-2%	-2%

#17 COc1cccc(-n2c(SCC(=O)N3CCOCC3)nc3c([nH]c4ccccc43)c2=O)c1
#18 COc1ccc(C(=O)Nc2cc(Cl)cc(Cl)c2)c(OC)n1
#19 C(=Nc1ccc2c(c1)Cc1ccccc1-2)c1ccccn1
#20 C=CCn1cc(C(=O)NCCCOC)c(=O)c2cc(S(=O)(=O)N3CCC(C)CC3)ccc21
#21 COc1ccc(-c2nnn(CC(=O)N(CC(=O)NC3CCCC3)Cc3cccs3)n2)cc1OC
#22 N#Cc1c2n(c(=O)[nH]c1=O)CCCCC2
#23 O=C(c1ccccc1)c1cccn1CC(=O)N1CCCCCC1
#24 CCN(CC)CCN1C(=O)C(=O)/C(=C(/O)c2c(C)[nH]c(C(=O)OC)c2C)C1c1cccnc1 (stereo not drawn)
screen / no.	17	18	19	20	21	22	23	24
HADH2 inh	13%	3%	-3%[11.4 µM]	-1%	10%	13%	0%	-22%
Casp1 inh	-3%	4%	0%[11.5 µM]	-1%	-1%	-3%	-1%	0%
BRCT PPI red	-0.8%	-1.9%	0.9%[15.4 µM]	-2.0%	1.0%	-0.5%	-0.7%	0.9%
ALOX15 inhib	-10%	0%	2%[11.4 µM]	3%	-4%	1%	17%	-7%
BRCT PPI green	-5.3%	-0.4%	0.1%[15.4 µM]	3.2%	-1.3%	-0.3%	-1.6%	0.3%
USP2a inh	4%	-9%	nt	nt	35%[activator]	-4%	4%	-10%
Casp7 inh	-3%	0%	2%[11.5 µM]	2%	6%	0%	0%	-2%
Tau fil binding	33%	-4%	-1%[11.4 µM]	13%	8%	-10%	-5%	-4%
HEK293 cAMP ctrl	9%	17%	2%[11.4 µM]	6%	6%	6%	6%	3%
Rhodamine fluor	i	i	i	nt	i	i	i	i
DNA Pol III inh	-3%	2%	-1%[11.4 µM]	-7%	-10%	-4%	-11%	-5%

Quoted from above, entries 23 to 24
#23 O=C(c1ccccc1)c1cccn1CC(=O)N1CCCCCC1
#24 CCN(CC)CCN1C(=O)C(=O)/C(=C(/O)c2c(C)[nH]c(C(=O)OC)c2C)C1c1cccnc1 (stereo not drawn)
screen / no.	23	24
HADH2 inh	0%	-22%
Casp1 inh	-1%	0%
BRCT PPI red	-0.7%	0.9%
ALOX15 inhib	17%	-7%
BRCT PPI green	-1.6%	0.3%
USP2a inh	4%	-10%
Casp7 inh	0%	-2%
Tau fil binding	-5%	-4%
HEK293 cAMP ctrl	6%	3%
Rhodamine fluor	i	i
DNA Pol III inh	-11%	-5%

The results go on:
#25 CC1(C)CC(=O)NC=C(c2ccccc2)C1
#26 CCCC/C=C/C(NC(=O)Oc1cccc(C(F)(F)F)c1)c1ccccc1 (stereo not drawn)
#27 C/C(N)=C(\C#N)C(=O)NCCc1ccccn1
#28 CC1CCN(Cc2nc3c(c(=O)n(C)c(=O)n3C)n2CCN2CCOCC2)CC1
#29 O=C(CN1C(=O)C2C3C=CC(C3)C2C1=O)N1CC=C(c2ccccc2)CC1 (stereo not drawn)
#30 CCn1c(SCc2cccc(C(F)(F)F)c2)nnc1-c1ccco1
#31 CNC(=O)CSc1nnc(-c2cccnc2)n1CCc1ccccc1
#32 NC1(C(=O)O)C[C@@H](C(=O)O)[C@H](C(=O)O)C1
#33 NNc1nncc2ccccc12
#34 CCCOc1ccc(N2C(=O)CC(N3CCCC(C(=O)N4CCCC4)C3)C2=O)cc1 (stereo not drawn)
#35 Nc1nc(CSc2nc3ccccc3[nH]2)cs1
screen / no.	25	26	27	28	29	30	31	32	33	34	35
HADH2 inh	-2%	4%	10%	23%	6%	-1%	-3%	5%&-1%	-6%[25.6 µM]	5%	?
Casp1 inh	0%	1%	1%	1%	2%	-2%	-2%	-1%&-1%	-2%	1%	2%
BRCT PPI red	1.7%	-0.8%	0.7%	-0.4%	-0.5%	0.4%	-1.7%	0.2%&0.4%	-0.3%	-0.2%	1.1%
ALOX15 inhib	3%	nt	23%	9%	-7%	-8%	-3%	-4%&-15%[25.6 µM]	-8%	1%	-1%[11.4 µM]
BRCT PPI green	-0.2%	-2.4%	-3.3%	-2.6%	-0.9%	0.1%	-2.0%	-0.9%&-3.0%	-0.5%[3.08 µM]	0.3%	-1.4%
USP2a inh	-6%	nt	6%	-4%	4%	11%	-4%	nt	-10%	3%	0%[7.66 µM]
Casp7 inh	-2%	-4%	0%	1%	0%	-6%	1%	1%&0%	0%	-1%	1%
Tau fil binding	4%	14%	2%	-6%	-2%	-4%	3%	?	-18%[25.6 µM]	9%	-9%[11.4 µM]
HEK293 cAMP ctrl	1%	25µM*	1%	?	15%	?	6%	1%&7%	40%[25.6 µM]	2%	3%[11.4 µM]
Rhodamine fluor	i	nt	i	i	i	i	i	nt	i	i	nt
DNA Pol III inh	-6%	-14%	-5%	-5%	2%	0%	-3%	-7%&-5%	-5%[25.6 µM]	4%	-3%[11.4 µM]

Taken from above.
no. 29 in HADH2 inh is listed with 6%
no. 28 in Casp1 inh is listed with 1%

Compound activity (PubChem BioAssay)
